# Assay outcomes from PubChem.
# TEAD-YAP block: TEAD-YAP interaction inhibition, primary screen, TEAD-YAP interaction inhibitor project, luminescence, HEK-TIYL cells; TEAD-Gal4/YAP UAS-luciferase luminescence; 640,000 compounds, 1.4% hits; AID 1259422, 2018; inhibition, % at 9.12 µM; in the data active means inhibition above about 32%;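 further: 0% = median of test compound wells and 100% = reference inhibitor wells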
# GPR151 ag: activators of human GPR151, primary screen, cell-based, PathHunter beta-arrestin, luminescence | G-protein coupled receptor 151 (Homo sapiens), Q8TDV0 | PathHunter beta-arrestin GPR151 cells | activation, % at 11.2 µM | 650,000 compounds, 1% hits | AID 1508602, 2020; in the data active means activation above about 4.9%;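 further: 0% = median of compound wells and 100% = cells with positive control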
# Target sequence (Q8TDV0 whole entry, looked up): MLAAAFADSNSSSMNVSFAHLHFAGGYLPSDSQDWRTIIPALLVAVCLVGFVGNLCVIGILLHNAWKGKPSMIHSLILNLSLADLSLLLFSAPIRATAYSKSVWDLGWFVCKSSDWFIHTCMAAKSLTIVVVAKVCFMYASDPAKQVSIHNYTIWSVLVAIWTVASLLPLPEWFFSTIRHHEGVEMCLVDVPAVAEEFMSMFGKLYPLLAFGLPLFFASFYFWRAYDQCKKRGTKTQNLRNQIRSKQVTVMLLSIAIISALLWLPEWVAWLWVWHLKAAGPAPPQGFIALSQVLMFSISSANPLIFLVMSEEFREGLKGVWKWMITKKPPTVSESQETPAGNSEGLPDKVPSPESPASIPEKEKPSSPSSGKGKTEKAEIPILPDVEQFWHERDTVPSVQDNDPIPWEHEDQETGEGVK
# MITF inh: MITF inhibitors, primary screen, biochemical, AlphaScreen, human; inhibition, % at 2.6 µM; AlphaScreen MITF homodimerization, bead proximity signal; 650,000 compounds, 0.91% hits; Microphthalmia-associated transcription factor (Homo sapiens), O75030; AID 1259374, 2018; in the data active means inhibition above about 50%;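 further: 0% = vehicle wells with protein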
# FBW7 act: FBW7 E3 ligase activators, primary screen, biochemical, AlphaScreen, human; normalized activity (activation), % at 26.1 µM; F-box/WD repeat-containing protein 7 (Homo sapiens), Q969H0; 650,000 compounds, 0.13% hits; AlphaScreen FBW7–phospho-cyclin E peptide binding, activator screen; in the data active means normalized activity above about 1.9%;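 further: purified mutant Fbw7 with reduced substrate affinity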
# Target sequence (Q969H0 whole entry, looked up): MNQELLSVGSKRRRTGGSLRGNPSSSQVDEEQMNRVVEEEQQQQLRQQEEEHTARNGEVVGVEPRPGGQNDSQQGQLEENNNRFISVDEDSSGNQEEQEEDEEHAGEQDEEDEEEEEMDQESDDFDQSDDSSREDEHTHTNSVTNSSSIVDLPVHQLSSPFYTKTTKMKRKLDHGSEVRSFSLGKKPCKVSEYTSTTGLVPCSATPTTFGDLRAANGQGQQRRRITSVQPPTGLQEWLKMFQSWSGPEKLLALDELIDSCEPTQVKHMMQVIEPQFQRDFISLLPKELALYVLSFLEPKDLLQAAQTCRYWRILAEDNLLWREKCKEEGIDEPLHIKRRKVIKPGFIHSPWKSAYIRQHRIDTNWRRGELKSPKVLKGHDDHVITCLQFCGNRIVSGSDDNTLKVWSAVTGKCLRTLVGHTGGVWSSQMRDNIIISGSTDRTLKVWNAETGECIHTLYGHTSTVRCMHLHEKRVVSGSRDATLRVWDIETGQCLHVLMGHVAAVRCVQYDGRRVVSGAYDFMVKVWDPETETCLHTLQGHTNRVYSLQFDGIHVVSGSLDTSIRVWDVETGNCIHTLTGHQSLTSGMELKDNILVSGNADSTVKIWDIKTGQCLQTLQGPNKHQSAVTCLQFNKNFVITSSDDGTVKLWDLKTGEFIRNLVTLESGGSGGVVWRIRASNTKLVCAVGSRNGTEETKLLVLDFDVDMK
# Starred values were filed as active, the others as inactive; · = no result given.
# Each structure is followed by: TEAD-YAP block	GPR151 ag	MITF inh	FBW7 act
CCN1CCN(CC(=O)c2cc(C)n(-c3ccc(C)c(C)c3)c2C)CC1
→ 1	-0.8	47	-0.3
Cc1ccc(C(=O)COC(=O)c2cc(-c3ccc(Br)cc3)nc3ccccc23)cc1[N+](=O)[O-]
→ 4	-0.5	-3	0.1
CCOC(=O)c1nn(-c2ccc(Cl)cc2)c(C)cc1=O
→ 3	0.9	-3	0.0
CCNc1nc(Cl)nc(NCC(Cl)(Cl)Cl)n1
→ 6	0.9	9	0.1
Cc1ccccc1C(=O)Nc1nnc(SCC(=O)NC(C)(C)C)s1
→ 9	0.0	0	-0.1
Cn1cnn(CN2CCCC(CO)C2)c1=S (centres undefined)
→ 0	-1.4	5	-0.1
CCN1CCN(C(CC(C)C)c2nnnn2CS(=O)(=O)c2ccc(C)cc2)CC1 (centres undefined)
→ 9	0.8	-2	0.5
CCCOc1ccc(C(C)=O)cc1Cc1c(O)nc(SCc2ccccc2)[nH]c1=O
→ 8	0.7	12	0.0
CCC(=O)Nc1ccccc1C(=O)Nc1cccc(C)c1C
→ 2	0.7	-2	-0.1
CC1=C(C(=O)OC(C)(C)C)C(c2ccc(Cl)cc2)C(C#N)=C(SCC(=O)Nc2cccc(C)c2C)N1 (centres undefined)
→ 1	-0.4	10	0.1
C/C(=N\N=C1/NC(=O)CS1)c1cc(O)ccc1O
→ 3	-0.9	40	-0.1
CC(=O)c1cccc(NC(=O)c2cc(-c3ccc(C)cc3)nc3ccccc23)c1
→ -3	0.0	10	0.0
COc1ccc(-c2cn3cc(C(=O)O)ccc3n2)cc1
→ 16	-12	-5	0.2
Cc1ccc([N+](=O)[O-])cc1NC(=O)c1ccccc1Cl
→ 3	1.2	5	0.1
CCOC(=O)c1cccc(=O)c2c(C)n(CC3CCCO3)c(C)c12 (centres undefined)
→ 14	-1.1	-1	-0.1
S=C(Nc1ccccc1Cl)N1CCOCC1
→ 4	0.6	-3	0.0
CCOC(=O)c1cccc(NC(=O)Cc2ccc(C)cc2)c1
→ -53	-0.9	10	0.0
Cc1ccc(NC(=O)CSc2nnc3n2CCCCC3)cc1
→ 6	-0.4	0	-0.4
CCN(CC)c1ccc(C=Nc2ccc3[nH]ncc3c2)c(O)c1
→ 12	1.3	-3	-0.3
CC(=O)c1ccc(NC(=O)c2noc3c2CCC3)cc1
→ 80*	-3.4	25	0.0
COc1ccc(-c2noc(N3CCCC(C(=O)Nc4ccc(NC(C)=O)nc4)C3)n2)cc1 (centres undefined)
→ -1	-0.1	8	0.0
COc1ccc(OC)c(CNC(=O)C2CC(Cc3cccc4ccccc34)=NO2)c1 (centres undefined)
→ -10	-0.5	-18	0.0
CC(=O)N(C)c1ccc(NC(=O)c2ccc(Br)o2)cc1
→ -28	-2.3	-5	0.0
CS(=O)c1cnc(-c2ccccn2)nc1-c1ccc(C(F)(F)F)cc1 (centres undefined)
→ -4	0.3	9	-0.6
COc1ccc(C(=O)/C=C/c2ccc(F)cc2)cc1
→ -32	-0.2	31	0.2
CCOc1ccc(-n2cc(-c3ccccc3)c3c(N4CCC5(CC4)OCCO5)ncnc32)cc1
→ 3	-1.6	2	-0.2
O=C(Nc1c2c(nn1-c1ccc(F)cc1)CS(=O)C2)c1ccccc1F (centres undefined)
→ 9	0.2	2	-0.2
O=C(Nc1cccc(Cl)c1Cl)c1nn2c(c1Cl)NC(c1ccccc1)CC2C(F)(F)F (centres undefined)
→ 4	-0.7	5	0.0
O=C(CCCSc1nc2ccccc2s1)NCc1cccs1
→ -18	-0.4	5	0.2
CCCC(C)C(=O)Nc1ncc(S(=O)(=O)c2ccc([N+](=O)[O-])cc2)s1 (centres undefined)
→ 12	-0.3	1	-0.1

# Limited to GPR151 ag and MITF inh (five entries from above):
Molecule | GPR151 ag | MITF inh
CCOC(=O)c1nn(-c2ccc(Cl)cc2)c(C)cc1=O | 0.9 | -3
CCNc1nc(Cl)nc(NCC(Cl)(Cl)Cl)n1 | 0.9 | 9
Cc1ccccc1C(=O)Nc1nnc(SCC(=O)NC(C)(C)C)s1 | 0.0 | 0
Cn1cnn(CN2CCCC(CO)C2)c1=S (centres undefined) | -1.4 | 5
CCN1CCN(C(CC(C)C)c2nnnn2CS(=O)(=O)c2ccc(C)cc2)CC1 (centres undefined) | 0.8 | -2

# (continued)
# Each structure is followed by: TEAD-YAP block	GPR151 ag	MITF inh	FBW7 act
CCCNS(=O)(=O)c1ccc(CCC(=O)NCCc2ccc(OC)c(OC)c2)cc1
→ 6	-1.8	17	0.3
NN1C(=O)/C(=C\c2ccc(Cl)cc2)NC1=S
→ 12	0.4	53*	0.1
O=C(Nc1ccc(F)cc1F)NC1(C(=O)N2CCCCCC2)CCCCC1
→ 7	-0.8	-4	0.0
CC(Nc1nnnn1-c1ccccc1)c1ccccc1 (centres undefined)
→ 4	2.0	1	-0.1
O=C(NNc1c(F)c(F)cc(F)c1F)c1ccc(Cl)nc1
→ 2	-1.7	6	0.4
COCCn1cnc2sc(C(=O)Nc3cccc(Cl)c3)c(C)c2c1=O
→ -34	-1.1	1	-0.2
NCC1OC(n2cnc3c(N)ncnc32)C(O)C1O (centres undefined)
→ -29	-0.1	8	-0.1
CC(=O)Nc1cccc(NC(=O)c2cc(-c3ccccc3)nc3ccccc23)c1
→ 9	-0.4	-6	0.0
CC(C)Oc1ccc(NS(=O)(=O)c2ccc(Cl)cc2)cc1
→ 2	1.9	5	0.3
O=C(NCC1CCCO1)c1ccc2c(=O)n(-c3ccc(F)cc3)c(=S)[nH]c2c1 (centres undefined)
→ 7	0.6	-14	-0.1
COc1ccc2ccccc2c1/C=C1\N=C(c2ccccc2)OC1=O
→ -2	0.2	13	0.0
CCCOC(=O)c1c(NC(=O)c2c(-c3ccccc3)noc2C)sc2c1CCC(C)C2 (centres undefined)
→ -6	-0.6	-10	-0.1
Cc1sc2ncnc(SCC(=O)Nc3nccs3)c2c1C
→ -4	0.4	-7	-0.1
CCOc1ccc(CN2CCc3nnc(CNC(=O)COc4ccccc4)n3CC2)cc1
→ 2	-0.2	-4	0.0
COc1ccc(CN2CCN(C3CCN(C(C)C)CC3)C(CCO)C2)c(OC)c1 (centres undefined)
→ -3	0.6	-7	-0.1
CCc1c(C)[nH]c2c(OC)cccc2c1=O
→ -3	0.0	4	0.1
COc1ccccc1N=Cc1c(O)n(-c2ccccc2)c(=S)[nH]c1=O
→ 6	-0.8	-20	0.6
Cc1ccc(C)c(CN2CCc3nnc(CCNC(=O)c4cccnc4)n3CC2)c1
→ -9	2.2	-14	0.0
O=C1CCC(CCC(=O)N2CCc3ccccc3C2)(Cc2cccs2)N1 (centres undefined)
→ -5	-1.5	16	0.1
Cc1cccc(-n2cc(-c3ccccc3)c3c(N4CCN(c5cccc(Cl)c5)CC4)ncnc32)c1
→ -2	0.5	-9	0.0
COc1ccc(N2CCN(c3cc(Cl)ccc3[N+](=O)[O-])CC2)cc1
→ 6	-0.8	20	-0.8
COc1ccc2oc(=O)c(-c3csc(NC(=O)c4ccccc4)n3)cc2c1
→ 2	-2.7	22	0.3
CCOC(=O)N1CCc2c(sc(NC(=O)/C=C/c3ccc([N+](=O)[O-])s3)c2C#N)C1
→ 2	3.9	-3	0.2
CCc1ccccc1NC(=O)C=C(C)C
→ 4	1.9	-5	0.1
Cc1cn[nH]c1C1CCCN(S(=O)(=O)c2ccc(-c3ccon3)s2)C1 (centres undefined)
→ 6	-1.3	1	0.0
CCS(=O)(=O)N1CCCc2cc(NC(=O)Nc3ccccc3OC)ccc21
→ -44	-0.4	12	0.0
CCOC(=O)c1cnc2c(c(C)nn2CC)c1NCc1cccc(C(F)(F)F)c1
→ -4	0.3	-9	0.0
CC(C)N1CC(C(=O)Nc2cc(Cl)cc(Cl)c2)CC1=O (centres undefined)
→ -3	1.1	1	-0.1
CC1CCCN(C(=O)CC2(c3ccccc3)CC(=O)N(CCCOc3cccnc3)C2=O)C1 (centres undefined)
→ 0	-1.0	1	-0.1
O=C(CSc1nc2ccccc2c(=O)n1CCN1CCOCC1)c1ccc(Cl)cc1
→ 4	0.9	16	0.0
CC1=CC2C(C(C)C)CCC(C)(O)C2CC1 (centres undefined)
→ -11	3.9	-3	0.2
COC(=O)C1=C(C)NC2=C(C(=O)CC(c3ccc(OC)cc3)C2)C1c1cc(OC)c(OC)c(OC)c1 (centres undefined)
→ 16	-0.7	-15	0.1
CC1(C)Cc2cccc(OCC(=O)OCc3nnc(-c4ccccc4)o3)c2O1
→ 7	0.7	2	0.1
Cc1ccccc1C(=O)Nc1sc2c(c1C(=O)N1CCC(C)CC1)CCCC2
→ -6	0.2	-2	0.0
O=C(N/N=C/c1ccc([N+](=O)[O-])cc1)c1cccc(Cl)c1
→ -75	-1.3	7	-0.1
Cc1sc2nc(C3CC3)n3c(=O)n(Cc4ccncc4)nc3c2c1C
→ -4	0.2	5	0.0
CC(=O)Nc1ccc(Nc2ncnc3c2c(-c2ccccc2)cn3-c2cccc(C(F)(F)F)c2)cc1
→ -5	1.2	2	0.1
COc1cc(OC)c(C(C)=O)cc1CCl
→ 3	2.5	9	0.1
CC1CCCN(C(=O)COc2cc(=O)n(C)c3ccccc23)C1 (centres undefined)
→ 0	1.5	-21	0.0
CC1(C)CC(=O)c2cnc(NCc3ccc(F)cc3)nc2C1
→ -1	-0.7	-21	-0.1
O=C(NCCc1nc(-c2ccncc2)n[nH]1)C1(c2ccccc2)CC1
→ 9	0.1	12	0.0
O=C1/C(=C/c2ccc(-c3cc(Cl)cc(Cl)c3)o2)SC(=Nc2ccccc2)N1c1ccccc1
→ -2	-2.0	14	0.2
CNC(=S)NCc1ccc2c(c1)cc(C)n2C
→ -13	0.9	1	-0.3
N=C1C(c2nc3ccccc3[nH]2)=C(O)CN1c1ccccc1Cl
→ -13	-0.5	-6	-0.2
N[C@H](CCC(=O)NCS(=O)(=O)O)C(=O)O
→ -1	3.1	-4	-0.2
COc1cccc(CNC(=O)c2ccc3c(c2)N(Cc2ccccc2C)C(=O)CS3)c1
→ 3	0.0	20	0.5
CCOC(=O)N1CCN(c2ncc(-c3ccc(OC(F)(F)F)cc3)cn2)CC1
→ 6	-0.6	-8	0.0
COC(=O)c1cc(CN2CCN(c3ccccc3)CC2)ccc1O
→ -3	0.5	5	-0.1
CCc1cc2c(c(CC)n1)CCC(=O)N2Cc1ccc(-c2ccccc2-c2nn[nH]n2)cc1
→ ·	1.0	6	0.0
O=[N+]([O-])c1ccccc1S(=O)(=O)N1CCN(C2CCCCCC2)CC1
→ 1	3.2	45	0.5
O=C(NCc1cccnc1)c1cc(S(=O)(=O)NCCc2ccccc2)ccc1F
→ -7	0.6	4	0.1
O=C1CSC(c2cn(-c3ccccc3)nc2-c2ccccc2)N1Cc1cccnc1 (centres undefined)
→ -2	0.5	-5	-0.2
CC(C)(C)c1ccc(C(=O)N2CCN(CCNC(=O)C(=O)Nc3ccc(F)cc3)CC2)cc1
→ 0	1.0	-2	-0.1
O=C1NC(=S)N/C1=C\c1ccc(Cl)cc1Cl
→ 0	-0.3	0	0.2
Cc1cc(C)c(S(=O)(=O)Nc2ccc(N3CCCCS3(=O)=O)cc2)c(C)c1
→ 1	0.8	-4	0.1
COC(=O)c1ccccc1NC(=O)CSc1nc2ccc(N3C(=O)c4ccccc4C3=O)cc2s1
→ 5	-0.9	-10	-0.2
Cc1ccc(C(=O)O)cc1NC(=O)C1CCCCC1C(=O)O (centres undefined)
→ 0	-1.2	2	-0.2
CCN1CCc2c(sc(NC(=O)c3cc4ccccc4oc3=O)c2C(N)=O)C1
→ 5	0.3	7	0.0
Cc1noc(C)c1CSc1nnc2ccccn12
→ 0	-0.8	3	0.1
CCCCCOC(=O)C1=C(C)NC2=C(C(=O)CCC2)C1c1ccc(OC)c(Br)c1 (centres undefined)
→ 10	-0.6	0	0.0

# Next section
# Each structure is followed by: TEAD-YAP block	GPR151 ag	MITF inh	FBW7 act
c1ccc(CCNc2nnnn2-c2ccccc2)cc1
→ -2	-1.3	8	0.3
CN(c1ccccc1)S(=O)(=O)c1cccc(C(=O)OCC(=O)C(C)(C)C)c1
→ 4	-0.9	-3	0.2
COc1ccc(C2=N/C(=C\c3ccco3)C(=O)O2)c(Br)c1
→ 1	-1.2	0	-0.1
COc1ccc(C2CC(C(F)(F)F)n3ncc(C(N)=O)c3N2)cc1 (centres undefined)
→ -10	1.8	0	-0.2
CC1CCC2C(=O)N(c3ccc(SC#N)cc3)C(=O)C2C1 (centres undefined)
→ 14	-0.9	-13	-0.3
Cc1ccnc(NC(=O)C2CCCN(S(=O)(=O)c3ccc4c(c3)oc(=O)n4C)C2)c1 (centres undefined)
→ 8	2.8	-5	-0.1
CCn1cc(C(C)NC(=O)Nc2ccc([N+](=O)[O-])cc2)c(C)n1 (centres undefined)
→ 1	0.2	2	-0.1
COC(=O)Cc1ccc(NC(=S)NCc2cccnc2)cc1
→ 4	4.3	-28	0.0

# Entries of single compounds from above. Order of screens: TEAD-YAP block, GPR151 ag, MITF inh, FBW7 act
# c1ccc(CCNc2nnnn2-c2ccccc2)cc1 across the screens: -2, -1.3, 8, 0.3
# CCn1cc(C(C)NC(=O)Nc2ccc([N+](=O)[O-])cc2)c(C)n1 (centres undefined) across the screens: 1, 0.2, 2, -0.1
# COc1ccc(C2=N/C(=C\c3ccco3)C(=O)O2)c(Br)c1 across the screens: 1, -1.2, 0, -0.1
